Screens as filed in PubChem BioAssay.
NPR1 activator – GC-A (human) enzyme activation; actives 0.14% (n = 370,000); activation, % at 10 µM; AID 1671463; P16066; HEK293 GC-A cells, cGMP TR-FRET, EC30 ANP; 0% at EC30 ANP, 100% saturating ANP; in the data active means activation above about 40%
hgDAF-12 ag – hgDAF-12 agonism, primary luciferase screen. AID 687014. actives 1.8% (n = 370,000). activation, % at 6.8 µM. HEK293 GAL4-hgDAF12 UAS-luciferase reporter, agonist luminescence; normalized to butyrate control;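 active means activation above a cutoff set at the mean of all screened compounds plus 3 SD, cut at about 10% in these data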;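 further: 0% = DMSO wells and 100% = sodium butyrate wells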
DAX1 inh-1 – blocks DAX1 repression of SF-1 activated StAR promoter; inhibition, % at 6.8 µM; HEK293T StAR-luciferase reporter, SF-1/DAX-1 repression relief; actives 1.1% (n = 370,000); AID 652010;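 active means inhibition above the mean over all tested compounds plus 3 SD, cut at about 3.6% in these data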;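 further: 0% = DAX-1 cells with DMSO and 100% = cells lacking DAX-1 with DMSO; higher inhibition means more luminescence from relief of DAX-1 repression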
DAX1 inh-2 – NR0B1 (DAX1) inhibition; actives 0.99% (n = 340,000); P51843; HEK293 Gal4-DAX1 luciferase reporter, luminescence; inhibition, % at 6.75 µM; AID 504766;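 active means inhibition above the mean over all tested compounds plus 3 SD, cut at about 4.2% in these data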;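 further: 0% = DAX1-transfected cells with DMSO and 100% = empty-vector control cells with DMSO; inhibition shows as a rise in luminescence from relieved DAX1 repression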
Target sequence (P51843 207-470 limits assumed): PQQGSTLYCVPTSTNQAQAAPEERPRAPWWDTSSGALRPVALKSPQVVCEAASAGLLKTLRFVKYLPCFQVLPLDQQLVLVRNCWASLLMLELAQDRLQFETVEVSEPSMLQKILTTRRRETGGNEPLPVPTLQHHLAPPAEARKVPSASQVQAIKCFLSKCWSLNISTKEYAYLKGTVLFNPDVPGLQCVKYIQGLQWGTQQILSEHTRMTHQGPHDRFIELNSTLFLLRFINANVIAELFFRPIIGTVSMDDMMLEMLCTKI
SMARCA2 activ – activators of SMARCA2 function; MG213 cells, MMTV-luciferase reporter, dexamethasone, overnight; activation, % at 9.1 µM; actives 1% (n = 370,000); in the data active means activation above about 7.8%;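 further: 0% = vehicle wells and 100% = reference activator wells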
ADAM17 inh – ADAM17 inhibition, QFRET primary screen. P78536. recombinant ADAM17, EDANS/DABCYL FRET peptide cleavage. inhibition, % at 6.95 µM. actives 0.83% (n = 370,000);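 active means inhibition above the mean of compounds lying between control limits plus 3 SD, set per campaign, cut at about 8.5% in these data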;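 further: 0% = DMSO-only wells as the low control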
Target sequence (P78536 215-824 limits assumed): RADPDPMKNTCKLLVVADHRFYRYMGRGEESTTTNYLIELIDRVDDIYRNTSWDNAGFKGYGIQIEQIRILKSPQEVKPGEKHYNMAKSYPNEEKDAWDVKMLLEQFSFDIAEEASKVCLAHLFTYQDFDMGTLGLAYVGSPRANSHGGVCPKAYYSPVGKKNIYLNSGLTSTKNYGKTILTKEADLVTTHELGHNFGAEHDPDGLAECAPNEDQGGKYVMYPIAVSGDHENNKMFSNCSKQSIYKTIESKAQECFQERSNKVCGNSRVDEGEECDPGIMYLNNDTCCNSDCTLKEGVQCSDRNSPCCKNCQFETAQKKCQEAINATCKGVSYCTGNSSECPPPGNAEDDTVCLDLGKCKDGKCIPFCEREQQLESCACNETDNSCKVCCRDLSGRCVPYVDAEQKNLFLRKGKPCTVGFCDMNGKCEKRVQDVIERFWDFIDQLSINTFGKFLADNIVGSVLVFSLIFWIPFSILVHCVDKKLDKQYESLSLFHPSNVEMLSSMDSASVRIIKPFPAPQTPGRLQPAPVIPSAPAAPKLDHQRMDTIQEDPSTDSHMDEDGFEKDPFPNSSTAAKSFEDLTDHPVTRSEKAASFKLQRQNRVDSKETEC
ssDAF-12 act – activators of S. stercoralis DAF-12 nuclear receptor. HEK293 ssDAF-12/GRIP1 lit1-tk-luc reporter, luminescence; % of 3 µM dafachronic acid response. activation, % at 6.8 µM. actives 1% (n = 370,000). AID 652126;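 active means activation above the mean over all tested compounds plus 3 SD, cut at about 0.9% in these data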;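 further: 0% = DMSO-only wells and 100% = 3 µM delta7-dafachronic acid wells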
ADAM10 inh – inhibitors of human ADAM10; O14672; recombinant ADAM10, EDANS/DABCYL FRET peptide cleavage, 3 h; inhibition, % at 7 µM; actives 0.62% (n = 370,000); AID 720582;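 active means inhibition above a per-campaign cutoff equal to the mean of compounds falling between control-based bounds plus 3 SD, cut at about 20% in these data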;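 further: 0% = DMSO wells while the 100% control is not disclosed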
PG9 Ab binder – PG9 antibody binding by small molecule | TR-FRET gp120-PG9 antibody binding | inhibition, % at 6.7 µM | actives 0.43% (n = 360,000); in the data active means inhibition above about 8.5%
FXN GAA850 act – frataxin GAA850 promoter activation; actives 0.56% (n = 360,000); activation, % at 6 µM; HEK293 lucGAA850 FXN promoter luciferase reporter, 24 h; percent of 10 µM SAHA response;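 active means activation above the average of all compounds screened plus 3 SD, cutoff fixed separately per campaign, cut at about 7.5% in these data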;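 further: 0% = DMSO wells and 100% = 10 µM SAHA wells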
hcDAF12 agonist – activates DAF-12 receptor from parasite H. contortus; AID 652067; actives 1.4% (n = 370,000); HEK293 hcDAF-12 lit1-tk-luc reporter, luminescence; 0% DMSO, 100% Δ7-dafachronic acid; activation, % at 6.8 µM;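 active means activation above the mean of all tested compounds plus 3 SD, cut at about 5.5% in these data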;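 further: 100% = response to 3 µM Δ7-dafachronic acid high control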
* = called active by the depositor; i = inactive; . = no result given; & = joins results of further samples. This is a random part of the collection; 6.8% or so of the library scored in one or more.

SMILES	NPR1 activator	hgDAF-12 ag	DAX1 inh-1	DAX1 inh-2	SMARCA2 activ	ADAM17 inh	ssDAF-12 act	ADAM10 inh	PG9 Ab binder	FXN GAA850 act	hcDAF12 agonist
CCc1ccc(NC(=O)CSc2nnc(-c3cccs3)n2CC)cc1	-3	-1.3	-1.4	-0.4	1	1	-1.4	5	1.3	-1.8	-2.1
O=C(O)C(Cc1ccccc1)Nc1ccc([N+](=O)[O-])cc1[N+](=O)[O-] (centres undefined)	-2	-1.0	0.3	0.2	2	2	-1.1	5	0.5	0.5	-0.8
C[C@H](NC(=O)c1ccccc1)C(=O)OCC(=O)c1c[nH]c2ccccc12	-2	2.7	0.1	0.2	-2	-7	-0.4	-4	1.4	1.0	4.6
Cc1ccccc1OCC(=O)N1CCN(C(=O)COc2ccccc2C)CC1	-6	1.2	-0.4	0.5	-3	0	-0.9	-1	-0.2	-0.3	-0.9
O=C(Cn1cnc([N+](=O)[O-])c1)NCCc1ccccc1	-1	0.6	0.5	-0.5	-2	4	-0.9	8	-1.6	0.7	0.4
CCOc1ccc(NC(=O)CCS(=O)(=O)c2ccc3c(c2)CCCN3C(C)=O)cc1	0	0.6	1.2	-1.5	-1	-3	-1.4	4	-0.7	1.0	-1.1
O=C(CSc1ccc(-c2nc3ccccc3[nH]2)cn1)Nc1ccc(S(=O)(=O)NC2CC2)cc1	5	-1.1	0.9	-0.5	2	-16	-0.8	-64	0.4	2.3	-1.1
CCCCn1c(N)c(N(CCOC)C(=O)c2ccc(Cl)c(S(=O)(=O)N3CCCCC3)c2)c(=O)[nH]c1=O	-1	-0.6	1.5	0.2	-1	-7	-1.1	-16	1.2	1.2	-0.4
Cc1c(Cl)cnc(NC(=O)COC(=O)Cc2coc3ccc4ccccc4c23)c1Cl	-3	1.4	0.0	1.4	3	-6	-2.0	-25	-2.5	2.2	-0.4
O=C(O)c1ccc(/C=N/NC(=O)c2cc3c(ccc4ccccc43)o2)cc1	8	-1.2	0.0	0.3	-1	1	-0.1	-15	-1.6	0.1	-1.1
CCC1Oc2ccccc2N(CC(=O)NC2CC2)C1=O (centres undefined)	2	-0.6	-0.1	0.6	-4	-9	-0.9	2	1.8	0.1	-2.0
CCOC(=O)C1=CCN(S(=O)(=O)c2ccccc2Cl)C1c1ccc(Cl)c(Cl)c1 (centres undefined)	-9	-2.5	-1.8	.	-4	15*	-1.0	21*	-1.6	.	-1.1
O=C(COc1ccccc1[N+](=O)[O-])NCc1cccnc1	0	-0.5	-0.1	-0.1	0	-2	0.4	-6	-0.8	1.9	4.2
Cc1c(C(=O)O)cccc1-c1ccc(/C=N/Nc2ccc(Br)cc2)o1	6	9.2	1.6	0.3	2	-8	-0.2	-26	-2.0	4.5	4.6
CCOc1ccc(NC(=O)c2ccc(N)cc2)cc1	1	0.4	0.0	0.7	-2	1	-1.2	-4	-3.8	-5.1	-1.0
Cn1c(SCc2nc3ccccc3[nH]2)nnc1-c1cccs1	-8	-2.1	0.3	0.8	-2	-7	-1.2	-13	-0.5	0.3	0.1
COc1ccc(CNC(=O)C2COc3ccccc3O2)c(OC)c1 (centres undefined)	-5	0.7	0.5	0.9	1	-5	0.1	-2	-0.2	1.6	0.8
Brc1cccc(OCCn2ccnc2)c1	15	-1.8	-0.1	0.0	-5	4	-1.4	-3	2.6	-0.2	-1.0
CCCC(c1nnnn1C1CCCCC1)N1CCN(C2CCCC2)CC1 (centres undefined)	-3	-0.2	-0.1	0.2	1	-3	-1.6	-1	-2.0	3.5	0.8
CCc1sc(C(=O)NCc2ccccc2)cc1C	2	-1.1	-0.1	1.5	1	-6	-1.2	-3	1.1	2.6	-0.6
NC(=O)c1cc(Cl)cn(-c2ccccc2)c1=O	-2	0.6	0.3	0.1	-3	-8	-0.2	-30	0.9	0.6	0.5
COC(=O)C1CCN(S(=O)(=O)c2cc3c4c(c2)CCN4C(=O)CC3)CC1	1	3.7	2.0	0.2	1	-4	-0.9	-1	0.3	-1.0	0.7
Cc1ccccc1CN1CCCCC(NC(=O)C2CCCC2)C1=O (centres undefined)	-1	1.4	-1.6	.	-1	-3	-1.4	-9	.	.	-4.2
O=S(=O)(NCc1ccc2c(c1)OCO2)c1cccc(S(=O)(=O)N2CCOCC2)c1	2	0.0	-0.9	-0.6	-4	-4	-0.8	-3	0.8	1.5	-1.3
CN(Cc1ccccc1)S(=O)(=O)c1ccc(Cl)c(C(=O)NCc2ccncc2)c1	0	-2.4	2.5	-1.2	-1	-5	-1.6	-5	0.2	-3.3	-0.1

(list continues)
SMILES	NPR1 activator	hgDAF-12 ag	DAX1 inh-1	DAX1 inh-2	SMARCA2 activ	ADAM17 inh	ssDAF-12 act	ADAM10 inh	PG9 Ab binder	FXN GAA850 act	hcDAF12 agonist
Cc1cc(C)n(Cc2cccc(C(=O)N/N=C/c3cccnc3)c2)n1	-2	3.0	-0.4	-0.2	1	-4	-0.6	-5	-0.8	1.0	-0.6
Cc1cccc(C)c1-n1nnnc1SCC(=O)c1c(N)n(C2CC2)c(=O)[nH]c1=O	3	0.6	0.5	0.1	-3	-3	-1.2	-10	0.3	2.5	-0.7
O=C(c1ccc(COCC(F)(F)F)o1)N1CCCC1	.	-1.2	0.1	-0.3	-3	2	-1.2	9	-2.2	0.0	0.4
CNC(=O)c1oc(-c2ccccc2)nc1C	-2	-1.3	0.1	-0.3	-5	-1	-0.8	-3	0.4	0.1	-1.2
Cc1ccc(S(=O)(=O)Nc2ccc(-n3cnnn3)cc2)cc1	-1	-0.4	-1.0	0.3	-2	-2	-0.3	1	-0.4	0.2	-0.2
COC(C[C@@H]1O[C@H]1C(=O)[C@@H](C)OCc1ccccc1)OC	2	1.2	-0.1	-0.7	2	-3	-1.0	4	2.5	-6.9	-0.2
COc1ccc(NC(=O)CC2C(=O)N(c3ccc(OC)cc3)C(=O)N2C(C)C)cc1 (centres undefined)	4	0.8	0.3	1.4	0	-3	-1.5	-4	-0.6	1.9	-1.8
CCOC(=O)C1CCN(C(=O)Nc2cccc(OC)c2)CC1	-2	0.2	-0.4	-0.3	1	1	-0.6	7	-1.1	2.4	3.2
CCS(=O)(=O)c1ccc(O)c(NC(=O)COc2ccc(Br)cc2)c1	1	0.1	-0.1	-1.4	0	-1	-1.7	9	-2.2	0.5	-1.0
CC(=O)c1ccc(NC(=O)C(C)OC(=O)CCCN=C2NS(=O)(=O)c3ccccc32)cc1 (centres undefined)	3	1.5	0.0	0.0	-3	2	-0.2	4	-1.9	0.2	0.9
CCCC(=O)N1CCC[C@]2(CC[C@@H](CCC(C)=O)O2)C1	5	-1.2	1.8	.	-4	-3	-0.8	-7	.	.	-0.5
O=C(CN1C(=O)NC(Cc2c[nH]c3ccccc23)C1=O)NCCc1ccccc1 (centres undefined)	2	3.8	-0.1	0.7	-3	-4	-1.3	-2	0.8	1.0	1.0
CCSc1cnn(-c2ccccc2)c(=O)c1Cl	-1	-0.4	-0.2	-0.2	-3	-2	-1.2	-9	-0.7	1.8	-0.3
Cc1ccc(CN2CCN(/N=C\C=C\c3ccccc3)CC2)cc1	2	-0.6	-0.6	0.5	-2	-1	-0.7	2	-4.3	0.8	-0.9
CN(Cc1ccno1)Cc1cn(Cc2ccccc2)nc1-c1ccc2c(c1)OCO2	0	-2.3	0.0	-1.2	0	2	-1.2	-1	0.4	1.8	-1.4
Cc1ccccc1OCCn1ccnc1	4	1.9	-0.1	3.7	0	0	-1.4	-5	-0.3	0.5	-0.6
O=S(=O)(c1ccccc1)N1CCN=C1SCc1ccccc1Cl	-7	-1.5	0.8	-1.1	-3	8	-2.1	0	-0.7	2.9	-1.5
CC(=O)NC(CCC(=O)O)C(=O)O (centres undefined)	0	0.1	1.8	-0.8	-4	-8	-1.6	-7	-1.9	0.6	-1.9
Cc1ccc(C)c(S(=O)(=O)Nc2ccc(S(=O)(=O)Nc3onc(C)c3C)cc2)c1	3	0.7	-0.2	0.9	-1	4	-1.2	-12	-1.2	-0.3	-1.3
Cc1nn(-c2ccccc2)c2c1C(c1ccc(F)cc1)C(C#N)=C(N)O2 (centres undefined)	-2	0.1	0.2	-0.3	-2	4	-0.4	7	-4.0	3.0	0.0
CCN1CCCC1CNCc1cccc(OC)c1OCc1ccc(F)cc1 (centres undefined)	0	4.1	-0.2	-0.8	3	3	-1.2	4	0.3	0.9	-1.5
O=C(Nc1cccnc1)c1cc(-c2cccnc2)nc2ccc(Br)cc12	14	2.2	-0.8	-0.4	-1	-2	0.1	-7	5.1	-4.7	-0.2
Cc1ccc(C)c(NC(=O)Cn2nnc(-c3ccncc3)n2)c1	0	-0.4	0.8	.	-6	-2	-0.8	1	.	.	4.4
Cc1cccn2c(=O)c(/C=C(\C#N)C(N)=O)c(N3CCN(Cc4ccc5c(c4)OCO5)CC3)nc12	-12	-5.7	-0.7	-2.6	-3	-297	-1.4	i	-0.8	4.3	-4.5
CC(C)(Oc1ccc(Cl)cc1)C(=O)Nc1cccc(S(=O)(=O)NC2=NCCC2)c1	1	-0.5	-0.9	-0.6	3	5	-1.9	8	-1.6	-2.8	0.6

(continued)
SMILES	NPR1 activator	hgDAF-12 ag	DAX1 inh-1	DAX1 inh-2	SMARCA2 activ	ADAM17 inh	ssDAF-12 act	ADAM10 inh	PG9 Ab binder	FXN GAA850 act	hcDAF12 agonist
COc1cc(CC(=O)OCC(=O)N2C(C)CCCC2C)cc(OC)c1OC (centres undefined)	1	-0.8	-0.7	0.1	-3	-4	-1.4	-6	0.3	-2.5	-3.0
CCn1cc(C(=O)NCCN(C)C)c(=O)c2cc(F)c(N3CCN(C)CC3)cc21	1	0.2	0.6	-0.7	-2	-60	-0.1	-162	-0.3	0.7	3.9
O=C1CCCN1CC(CN1CCOCC1)Sc1nnnn1-c1ccccc1 (centres undefined)	1&-1	1.9&0.1	0.9&1.1	2.1&1.1	0&-1	0&-6	-0.9&-1.1	0&-6	-1.7&-0.6	1.8&0.2	1.0&0.3
CCCCN(CC)C(=O)Cc1c(C(=O)O)[nH]c2ccc(Cl)cc12	-2	-2.3	-1.2	-0.5	0	-1	-1.2	4	-0.7	2.3	-0.1
CC(NC(=O)/C(C#N)=C/c1ccco1)c1ccccc1 (centres undefined)	0	4.3	0.0	-2.1	-4	-3	-1.5	-5	0.9	-0.3	-0.5
COc1ccc(NC(=O)CN(C)C(=O)c2ccc(N3CCCCCC3)c([N+](=O)[O-])c2)cc1	0	-0.8	-1.1	-0.8	-1	-2	-1.3	4	1.1	-0.1	-0.6
COC(=O)CCN(C(=O)C1C2CC3CC(C2)CC1C3)c1ccccn1 (centres undefined)	3	-0.7	0.7	-0.8	-6	-1	-0.8	6	-1.2	3.4	-1.4
CSc1ccccc1OCc1cc(C(=O)N2CCCC(C)C2)no1 (centres undefined)	-2	12*	6.5*	1.7	2	0	0.1	3	-2.8	4.5	3.7
COCCNC(=O)C(=O)NNC(=O)COc1ccc(OC)cc1	1	2.7	-0.3	1.1	1	-3	-1.0	-3	-1.2	2.0	-2.0
O=C(CSc1nnc(-c2ccccc2O)o1)N1CCCCC1	-4	3.0	0.3	-1.5	8	-3	-0.5	-6	0.4	1.6	0.7
